# AddAB inh – less growth of phage-infected E. coli with AddAB; inhibition, % at 11.9 µM; hit rate 0.29% among 330,000; E. coli expressing H. pylori AddAB, absorbance growth; in the data active means inhibition above about 12%;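 further: 0% = vehicle wells of infected cells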
# phage Ecoli inh – E. coli growth loss with phage present; growth absorbance; AID 651602; hit rate 0.26% among 360,000; inhibition, % at 11.9 µM; in the data active means inhibition above about 11%
# SR-BI uptake up – activators of SR-BI mediated HDL lipid uptake | CHO ldlA[mSR-BI] cells, DiI-HDL uptake fluorescence, 3 h; 100 = double the neutral-control signal | activation, % at 12.5 µM | hit rate 0.096% among 320,000 | AID 504775;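 active means mean replicate activation of at least 60% and every replicate at or above 60%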;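 further: 0% = median plate neutral-control signal and 100% = twice that signal; values of inactives mirror those of a sister screen read the other way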
#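 Assay system: CHO ldlA[mSR-BI] cells, LDL receptor-null, SR-BI overexpressing; medium: Ham's F12 with 0.5% BSA, HEPES 25 mM, pH 7.4; also added: DiI-HDL 10 µg/mL; timing: 3 h uptake period with compound, 37 °C; signal: DiI fluorescence, bottom read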
# CAL PDZ FP-1 – blocks peptide binding to the human CAL PDZ domain | purified CAL PDZ, TMR-peptide fluorescence polarization, 1 h | inhibition, % at 24.9 µM | hit rate 0.92% among 300,000 | AID 602252;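 active means mean inhibition of at least 30% with at least half of replicates also reaching 30%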;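 further: 0% = DMSO neutral control and 100% = excess unlabeled competitor peptide PRC23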
# Wnt bcat act – activators of Wnt/beta-catenin signaling; Wnt/beta-catenin reporter cell assay, activator, plate reader; activation, % at 9.35 µM; hit rate 1.2% among 300,000; in the data active means activation above about 30%, passing the limit was not always enough;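 further: 0% = neutral control wells and 100% = positive control wells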
# SR-BI HDL uptake – blocks mouse SR-BI lipid uptake from DiI-HDL. ldlA[mSR-BI] CHO cells, DiI-HDL uptake fluorescence, 3 h. inhibition, % at 12.5 µM. hit rate 0.96% among 320,000. AID 488896;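 active means mean replicate inhibition of at least 70% and a set share of replicates each scoring 70 or more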;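 further: 0% = median of neutral control wells and 100% = median of positive control wells; values of inactives mirror those of a sister screen read the other way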
# Target sequence (Q61009 whole entry, looked up): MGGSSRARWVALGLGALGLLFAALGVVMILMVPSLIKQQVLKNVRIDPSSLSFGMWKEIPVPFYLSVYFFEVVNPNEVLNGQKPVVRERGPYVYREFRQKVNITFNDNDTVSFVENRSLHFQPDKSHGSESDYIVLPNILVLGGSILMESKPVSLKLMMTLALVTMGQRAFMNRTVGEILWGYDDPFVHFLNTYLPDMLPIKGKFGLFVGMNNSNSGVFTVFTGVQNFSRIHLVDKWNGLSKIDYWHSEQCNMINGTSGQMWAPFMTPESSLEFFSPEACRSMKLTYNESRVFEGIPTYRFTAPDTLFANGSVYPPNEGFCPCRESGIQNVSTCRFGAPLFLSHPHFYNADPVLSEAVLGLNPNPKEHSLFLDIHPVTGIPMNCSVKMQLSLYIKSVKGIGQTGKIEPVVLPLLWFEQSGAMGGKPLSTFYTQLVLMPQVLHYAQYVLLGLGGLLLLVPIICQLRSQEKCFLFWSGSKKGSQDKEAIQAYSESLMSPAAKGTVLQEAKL
# Ecoli viability – reduces bacterial viability in AddAB counter-screen; E. coli V3065 growth, OD600 absorbance, 18 h; inhibition, % at 11.9 µM; hit rate 0.27% among 330,000; AID 449728;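 active means inhibition above the campaign's mean inhibition across all tested compounds plus 3 SD, cut at about 9.9% in these data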;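 further: uninfected addAB+ strain grown without phage in ampicillin broth; 0% = DMSO wells and 100% = ciprofloxacin 0.95 µg/ml wells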
# MITF TRPM1 HTS – increases MITF-driven TRPM1 promoter luciferase signal; hit rate 0.75% among 300,000; AID 588334; SK-MEL-5 TRPM1-promoter luciferase, 24 h; % of positive control, neutral wells = 0; activation, % at 12.5 µM;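 active means mean activation of at least 80% with every replicate also reaching 80%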;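 further: 0% = neutral control wells and 100% = parthenolide positive control wells; values of inactives mirror those of a sister screen read the other way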
# CAL PDZ FP-2 – inhibitors of human CAL PDZ peptide binding; hit rate 0.02% among 330,000; Q9HD26; inhibition, % at 20 µM; AID 504414; purified CAL PDZ, TMR-peptide fluorescence polarization, 1 h;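 active means highest replicate inhibition of at least 40%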;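 further: plate controls were DMSO neutral control wells for no effect and unlabeled competitor peptide control wells for full effect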
#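 Material: tagged CAL PDZ domain; buffer or medium: 25 mM sodium phosphate pH 7.4, 150 mM NaCl, TCEP, IgG, Thesit; compound dosing: single point, 20 µM; schedule: 1 h incubation at room temperature before polarization reading; measured by: FP readout, S and P plane fluorescence; read-out basis: percent inhibition from loss of millipolarization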
# Tat export inh – inhibitors of E. coli Tat protein transport; E. coli MC4100 TorA-mCherry Tat export, fluorescence; inhibition, % at 10 µM; hit rate 0.036% among 340,000;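 active means mean replicate inhibition at least 50% and at least half of replicates individually reaching 50%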;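 further: exported cargo escapes ClpAP degradation while cytoplasmic cargo is degraded and loses fluorescence; 0% = median of neutral control wells and 100% = median of NaSCN control wells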
# * hit, by the source's call; / = no result given.
# The first 7 entries as a preview:
1: CC[C@H](C)[C@H](NC(=O)OCc1ccccc1)C(=O)Nc1ccc(NC(C)=O)cc1
2: Cc1ccc2c(=O)cc(C(=O)NCCc3ccc(S(N)(=O)=O)cc3)oc2c1
3: COc1cc(SC)ccc1C(=O)NC(C)C
4: CN1C(=O)/C(=C/c2ccc(OCc3cccc(F)c3)cc2)NC1=S
5: CC(C)CC1NC(=O)N(Cc2nc3ccccc3s2)C1=O (stereo not drawn)
6: CCOC(=O)N1CCN(C(=O)CCn2c(=O)[nH]c3ccsc3c2=O)CC1
7: CC(C)(C)c1ccc(S(=O)(=O)N2CC(C(=O)O)Oc3ccc(Cl)cc32)cc1 (stereo not drawn)

Compound,1,2,3,4,5,6,7
AddAB inh,0.8,2.5,-0.2,-1.3,0.5,0.1,-2.0
phage Ecoli inh,4.4,/,2.6,6.6,2.9,2.4,1.5
SR-BI uptake up,-20,9,5,1,-10,/,1
CAL PDZ FP-1,4,0,-4,-2,-3,-3,-4
Wnt bcat act,-2,/,1,-2,-7,-1,2
SR-BI HDL uptake,20,-9,1,-1,10,/,-1
Ecoli viability,-0.1,-2.1,1.3,-0.6,-1.6,2.9,-2.4
MITF TRPM1 HTS,0,-2,3,/,5,-9,-14
CAL PDZ FP-2,0.0,-3.2,-0.3,-0.6,-0.7,-1.5,-1.2
Tat export inh,-8,2,-2,-3,-3,-2,-2

# The list itself, from the first entry:
1: CC[C@H](C)[C@H](NC(=O)OCc1ccccc1)C(=O)Nc1ccc(NC(C)=O)cc1
2: Cc1ccc2c(=O)cc(C(=O)NCCc3ccc(S(N)(=O)=O)cc3)oc2c1
3: COc1cc(SC)ccc1C(=O)NC(C)C
4: CN1C(=O)/C(=C/c2ccc(OCc3cccc(F)c3)cc2)NC1=S
5: CC(C)CC1NC(=O)N(Cc2nc3ccccc3s2)C1=O (stereo not drawn)
6: CCOC(=O)N1CCN(C(=O)CCn2c(=O)[nH]c3ccsc3c2=O)CC1
7: CC(C)(C)c1ccc(S(=O)(=O)N2CC(C(=O)O)Oc3ccc(Cl)cc32)cc1 (stereo not drawn)
8: COc1ccc(NC(=O)CSc2nnc(-c3ccco3)n2N)cc1Cl

Compound,1,2,3,4,5,6,7,8
AddAB inh,0.8,2.5,-0.2,-1.3,0.5,0.1,-2.0,2.9
phage Ecoli inh,4.4,/,2.6,6.6,2.9,2.4,1.5,1.4
SR-BI uptake up,-20,9,5,1,-10,/,1,0
CAL PDZ FP-1,4,0,-4,-2,-3,-3,-4,-1
Wnt bcat act,-2,/,1,-2,-7,-1,2,-1
SR-BI HDL uptake,20,-9,1,-1,10,/,-1,0
Ecoli viability,-0.1,-2.1,1.3,-0.6,-1.6,2.9,-2.4,0.8
MITF TRPM1 HTS,0,-2,3,/,5,-9,-14,7
CAL PDZ FP-2,0.0,-3.2,-0.3,-0.6,-0.7,-1.5,-1.2,-2.4
Tat export inh,-8,2,-2,-3,-3,-2,-2,1

9: CCCOc1ccc(-c2nc(C#N)c(N3CCN(C)CC3)o2)cc1
10: COc1ccc(CNC(=O)c2csc(Cc3ccc(Cl)cc3)n2)cc1
11: CC1CCN(C(=O)C2CCN(S(=O)(=O)c3cccnc3)CC2)CC1
12: O=C(CN1C(=O)c2ccccc2C1=O)c1ccccc1
13: COc1cc(NC(=O)c2sc3ncn(CC(=O)N4CCCC(C)C4)c(=O)c3c2C)cc(OC)c1OC (stereo not drawn)
14: COc1cccc(Oc2coc3c(CN4CCOCC4)c(O)ccc3c2=O)c1
15: COCCSc1nnc(NC(=O)Cc2ccccc2OC)s1
16: Cc1c(C(=O)C(=O)N2c3ccc(F)cc3CCC2C)c2ccccc2n1C (stereo not drawn)

Compound,9,10,11,12,13,14,15,16
AddAB inh,-0.1,1.6,-0.6,1.1,3.4,-3.1,1.1,3.0
phage Ecoli inh,1.0,4.5,0.5,1.1,1.8,1.7,0.7,-0.5
SR-BI uptake up,-15,7,8,-10,-20,4,-2,-28
CAL PDZ FP-1,-1,-2,0,-4,2,-2,-3,-10
Wnt bcat act,/,/,/,/,-3,/,/,/
SR-BI HDL uptake,15,-7,-8,10,20,-4,2,28
Ecoli viability,0.2,-0.8,-2.7,-2.0,-1.5,0.4,-2.0,1.9
MITF TRPM1 HTS,14,-9,9,22,11,10,/,-12
CAL PDZ FP-2,-1.6,-0.7,-2.0,-0.5,-3.6,/,-1.0,-1.2
Tat export inh,2,13,9,0,1,2,-6,-10

17: CCOC(=O)N1CCC(n2c(SCC(=O)NCc3ccco3)nc3ccsc3c2=O)CC1
18: CCC(C)C(NC(=O)OC(C)(C)C)C(=O)NC(C(=O)NC(C)C(N)=O)C(C)C (stereo not drawn)
19: O=c1[nH]c(=O)c2[nH]c(=S)n(-c3ccccc3)c2[nH]1
20: CCCCCOc1ccccc1C(=O)NCCCCCC(=O)O
21: CC(/C=N/NC(=O)Cc1cccn1C)=C\c1ccco1
22: COc1nc(-c2ccc(C)cc2)ccc1-c1noc(-c2cccnc2)n1
23: Cc1ccc(C(=O)Cc2nnc(C)s2)cc1
24: Cc1nc(NC(=O)CN2CC(C)OC(C)C2)sc1C(=O)N(C)C (stereo not drawn)

Compound,17,18,19,20,21,22,23,24
AddAB inh,2.0,2.5,/,-1.0,1.1,0.6,2.3,4.0
phage Ecoli inh,/,2.8,2.4,3.1,2.7,-1.1,8.8,0.1
SR-BI uptake up,21,35,22,2,-25,-18,-8,12
CAL PDZ FP-1,-4,/,-2,2,/,-2,0,-3
Wnt bcat act,/,-1,2,2,/,-4,13,-1
SR-BI HDL uptake,-21,-35,-22,-2,25,18,8,-12
Ecoli viability,1.5,1.5,/,-0.2,-2.7,-2.1,0.5,1.9
MITF TRPM1 HTS,-12,4,-11,-17,10,-3,37,/
CAL PDZ FP-2,-2.3,-0.6,-0.8,-1.8,-0.3,-1.1,-0.3,-0.2
Tat export inh,-1,-16,-13,2,3,7,1,-4

25: CSc1cc(-c2ccc(Cl)cc2)c(C(=O)NN)s1
26: CC(CNC(=O)CN(C)CC(=O)Nc1ccccc1Br)c1ccccc1 (stereo not drawn)
27: Cc1ccc(OCCc2csc(N)n2)cc1
28: CCC(=O)Nc1ccc(C(=O)NNC(=O)c2cccs2)cc1
29: COc1ccc(C(=O)Nc2cc(C(F)(F)F)ccc2Cl)cc1OC
30: Cc1cccc(NC(=O)c2onc3c2CCCC3)c1C
31: CCC(C(=O)NCc1cccnc1)n1nc(C)c2sc3ccccc3c2c1=O (stereo not drawn)
32: O=C1NCCC12C(=O)Nc1ccccc12 (stereo not drawn)

Compound,25,26,27,28,29,30,31,32
AddAB inh,0.7,/,0.0,-0.7,1.1,0.5,5.2,4.4
phage Ecoli inh,0.6,0.1,1.2,1.2,2.1,2.2,1.2,3.2
SR-BI uptake up,-66,-9,/,51,-19,/,-2,21
CAL PDZ FP-1,-2,-2,1,-4,/,-4,2,-2
Wnt bcat act,/,1,14,/,/,/,-2,-2
SR-BI HDL uptake,66,9,/,-51,19,/,2,-21
Ecoli viability,-2.2,/,-1.3,-0.8,0.0,3.4,1.4,-1.5
MITF TRPM1 HTS,/,4,37,25,6,86*,-3,15
CAL PDZ FP-2,-2.7,-1.4,-0.4,/,-1.4,-0.7,-2.0,0.1
Tat export inh,-8,1,-3,-10,-5,-6,11,-7

33: CN1CCN(S(=O)(=O)c2cccc(C(=O)NC3(C)CCS(=O)(=O)C3)c2)CC1 (stereo not drawn)
34: CCc1ccc(NC(=O)NC2CCCCCCC2)cc1
35: Cc1ccc(-n2nnnc2SCc2nnc(-c3ccccc3Br)o2)cc1
36: Cc1ccc(S(=O)(=O)N(C)C)cc1NC(=O)COc1ccc(-c2nnco2)cc1
37: Cc1occc(=O)c1OCc1ccccc1
38: CC(C)OCCCNc1nc(-c2ccccc2)nc2ccccc12
39: Cc1ccc(C(=O)NC(=O)CSc2nnc(C)s2)cc1
40: CCOC(=O)C1(CC2CC2)CCN(Cc2ccc(C(=O)OC)cc2)CC1

Compound,33,34,35,36,37,38,39,40
AddAB inh,0.7,/,0.3,1.3,-1.0,-0.2,1.1,1.2
phage Ecoli inh,2.3,2.8,2.1,1.9,3.7,-2.2,-0.2,2.1
SR-BI uptake up,25,-2,-22,7,8,-38,8,/
CAL PDZ FP-1,0,-7,1,2,-6,-5,0,1
Wnt bcat act,-2,19,/,2,1,-3,-1,4
SR-BI HDL uptake,-25,2,22,-7,-8,38,-8,/
Ecoli viability,1.6,/,-0.7,-3.8,-2.5,-0.7,0.1,1.2
MITF TRPM1 HTS,10,95*,-5,6,0,0,-7,7
CAL PDZ FP-2,-1.6,-2.6,-0.6,0.5,/,-0.3,-0.3,-1.5
Tat export inh,3,10,6,3,12,3,4,0

41: CC1CCc2c(sc(NC(=O)C(=O)NCc3ccco3)c2C#N)C1 (stereo not drawn)
42: CC1(C)CC(=O)C(C(O)c2ccccc2)C(C)(C)N1 (stereo not drawn)
43: Nc1cnc(CNc2ccccc2Cl)cn1
44: COc1ccc(/C=C/C(=O)N2CCN(c3ccccn3)CC2)cc1OC
45: Cc1cc(C)cc(OCC(O)CN2CCC(CN3C(=O)c4cccc5cccc(c45)C3=O)CC2)c1 (stereo not drawn)
46: O=C(Nc1ccc(CN2CCS(=O)(=O)CC2)cc1)c1ccc(C(F)(F)F)cc1
47: O=C(COC(=O)c1cccc(S(=O)(=O)N2CCOCC2)c1)NCc1ccc2c(c1)OCO2
48: CC(=O)CSc1nc(N(C)C)nc(N(C)C)n1

Compound,41,42,43,44,45,46,47,48
AddAB inh,1.0,3.4,2.8,1.8,1.4,0.6,0.8,3.4
phage Ecoli inh,1.5,2.5,2.9,-2.6,3.8,0.1,2.7,2.7
SR-BI uptake up,0,4,25,-31,-55,-27,-17,3
CAL PDZ FP-1,-1,-1,-2,0,16,/,-8,0
Wnt bcat act,/,2,1,-2,-14,1,-6,8
SR-BI HDL uptake,0,-4,-25,31,55,27,17,-3
Ecoli viability,4.3,0.9,-2.2,-1.5,0.6,0.0,-0.3,2.5
MITF TRPM1 HTS,0,-2,25,/,-72,/,6,2
CAL PDZ FP-2,-3.7,-0.1,0.3,0.3,-2.2,-1.7,0.9,-0.4
Tat export inh,2,15,1,6,6,1,-3,3

49: COc1ccc(OC)c(COC(=O)c2cccc(S(=O)(=O)N3CCCCC3)c2)c1
50: COc1ccc(C2C(C(=O)Nc3cccc(C)n3)c3ccccc3C(=O)N2C)cc1OC (stereo not drawn)
51: O=C(NC1CCCC1)c1sc(=S)n2c1[nH]c(=O)c1ccccc12
52: O=C(COc1ccc(Oc2ccccc2)cc1)NC1CCS(=O)(=O)C1 (stereo not drawn)

Compound,49,50,51,52
AddAB inh,-0.5,2.8,-0.2,-1.9
phage Ecoli inh,1.2,-0.9,1.8,4.1
SR-BI uptake up,-49,9,-3,6
CAL PDZ FP-1,-1,0,2,-1
Wnt bcat act,-7,2,/,-3
SR-BI HDL uptake,49,-9,3,-6
Ecoli viability,-0.4,-0.8,0.6,-0.3
MITF TRPM1 HTS,-14,0,/,-2
CAL PDZ FP-2,-0.4,-0.3,2.4,-0.8
Tat export inh,12,0,4,-5
